# Screening data as filed in PubChem.
# MEKK3 PB1 HTS: raises or lowers MEK5 binding to the human MEKK3 PB1 domain | binding response (% of control), % at 10 µM | 290,000 compounds, 1.4% hits | AID 1529 | bead-based flow cytometry, Alexa488-MEK5 binding to MEKK3; actives lie on both sides; 0 = blocked by unlabeled MEK5, 100 = vehicle | Q99759;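 active = binding response more than 3 SD above or below the average of its plate-row segment, actives on both sides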;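 note: Alexa488 bead fluorescence after subtracting the streptavidin-only scavenger bead signal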
# CHRM4 PAM: potentiates acetylcholine response at human M4 receptor; P08173; CHO-K1 hM4/Gqi5, Fluo-8 calcium fluorescence, ACh EC20; 0% = ACh EC20, 100% = maximal ACh; activation, % at 3 µM; 360,000 compounds, 0.4% hits; AID 624126;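 active = activation above its plate's cutoff, the mean activation of sample wells plus 3 SD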; note: some results filed as inactive read as strong as hits
# Target sequence (P08173 whole entry, looked up): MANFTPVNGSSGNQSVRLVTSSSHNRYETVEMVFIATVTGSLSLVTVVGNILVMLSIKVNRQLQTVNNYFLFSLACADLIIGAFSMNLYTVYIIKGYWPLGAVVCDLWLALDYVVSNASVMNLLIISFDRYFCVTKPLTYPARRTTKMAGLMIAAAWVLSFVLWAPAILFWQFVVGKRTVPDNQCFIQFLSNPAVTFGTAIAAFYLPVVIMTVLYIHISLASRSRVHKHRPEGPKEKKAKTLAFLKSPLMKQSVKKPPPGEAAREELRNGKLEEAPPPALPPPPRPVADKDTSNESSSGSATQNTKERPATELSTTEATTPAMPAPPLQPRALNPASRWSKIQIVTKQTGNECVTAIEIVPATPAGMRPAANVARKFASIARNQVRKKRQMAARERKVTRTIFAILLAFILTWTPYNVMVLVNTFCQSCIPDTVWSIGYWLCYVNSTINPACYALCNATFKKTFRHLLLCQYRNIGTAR
# p-CIP stab down: compounds decreasing mouse p/CIP protein stability; F442A p/CIP-EGFP cells, EGFP fluorescence, 16 h; decrease of EGFP signal, % at 10 µM; 290,000 compounds, 0.01% hits; AID 1984;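 active = EGFP signal decrease of at least 30% at 10 µM or well 3 SD below plate mean, unless failing retest; inactive = the rest, including hits failing retest or dose response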; note: some compounds called inactive have numbers as strong as hits; many of its hits are not listed in these tables
# GalR3 antag: human GalR3 antagonism | HEK293 GalR3-CNG cAMP membrane potential fluorescence; galR3 body fused to GalR1 C-terminus | 360,000 compounds, 0.44% hits | inhibition, % at 3 µM | O60755 | AID 651719;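 active = inhibition above the screen-wide average plus 3 SD, cut at about 13% in these data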;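 note: forskolin and galanin both at EC90 stimulate the cells; cAMP rise reported by CNG channel membrane potential dye signal; 0% = forskolin plus galanin with DMSO and 100% = forskolin alone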
# Target sequence (O60755 1-299 limits assumed): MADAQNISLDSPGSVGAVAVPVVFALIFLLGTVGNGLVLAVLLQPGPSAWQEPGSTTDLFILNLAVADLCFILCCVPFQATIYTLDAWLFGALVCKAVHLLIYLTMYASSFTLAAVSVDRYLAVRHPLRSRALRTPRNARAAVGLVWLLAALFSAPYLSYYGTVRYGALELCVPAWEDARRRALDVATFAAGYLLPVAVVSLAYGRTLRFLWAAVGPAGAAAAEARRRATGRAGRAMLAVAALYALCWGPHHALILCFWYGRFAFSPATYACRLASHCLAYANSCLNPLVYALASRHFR
# IDE cell activ: activators of human insulin-degrading enzyme in cells. 340,000 compounds, 0.073% hits. HEK cells, FAbeta-B cleavage, fluorescence polarization; 0% vehicle, 100% cell-free pure enzyme wells. activation, % at 5.96 µM. AID 493087;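 active = activation above the mean of all tested compounds plus 3 SD, set per screening campaign, cut at about 17% in these data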
# IDE inh: inhibitors of human insulin-degrading enzyme in cells; 320,000 compounds, 0.41% hits; inhibition, % at 5.59 µM; HEK cells, FAbetaB cleavage, fluorescence polarization; AID 434962;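 active = percent inhibition above the average of all tested compounds plus 3 SD, set per screening campaign, cut at about 16% in these data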;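 note: IDE supplied by intact live HEK cells; FP after avidin binding of uncleaved biotin substrate so inhibition keeps polarization high; 0% = DMSO wells and 100% = 60 µM reference IDE inhibitor Ii1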
# CRFR2-BP antag: blocks CRF-induced signaling of the CRF-BP/CRF-R2 complex; 350,000 compounds, 0.59% hits; AID 588475; inhibition, % at 11.8 µM; HEK293 CRF-R2/CRF-BP, CRF-induced calcium fluorescence;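 active = inhibition of the ligand-induced calcium signal above about 50% at the single tested concentration, limit read from the data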
# CRFBP-R2 agonist: agonists of human CRF-binding protein/CRF-R2 receptor complex; HEK293 CRF-R2/CRF-BP, calcium dye fluorescence (FLIPR); percent of saturating CRF peptide response; activation, % at 13.2 µM; 350,000 compounds, 0.46% hits;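 active = activation of at least 50%, plus an integration ratio under a set limit after plate pattern correction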;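 note: plate controls were neutral control wells without compound for no effect and CRF at EC100 for full effect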
# PHOSPHO1 block: PHOSPHO1 (human) inhibition; recombinant PHOSPHO1, absorbance phosphatase assay; inhibition, % at 13.3 µM; 290,000 compounds, 1.1% hits; AID 1565; in the data active = inhibition above about 60%
# Target sequence (Q8TCT1 whole entry, looked up): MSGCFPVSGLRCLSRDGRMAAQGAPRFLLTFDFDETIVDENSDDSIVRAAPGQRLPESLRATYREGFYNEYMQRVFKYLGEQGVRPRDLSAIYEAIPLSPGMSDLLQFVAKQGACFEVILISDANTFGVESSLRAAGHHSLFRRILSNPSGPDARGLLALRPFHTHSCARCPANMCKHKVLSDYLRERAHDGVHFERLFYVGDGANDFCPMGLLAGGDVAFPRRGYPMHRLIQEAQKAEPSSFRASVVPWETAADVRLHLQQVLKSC
# Numbers without * were called inactive; x = not tested or not shown.
MEKK3 PB1 HTS,CHRM4 PAM,p-CIP stab down,GalR3 antag,IDE cell activ,IDE inh,CRFR2-BP antag,CRFBP-R2 agonist,PHOSPHO1 block,Compound
99.0,3.0,-6.5,3.7,3.1,-4.2,-6.4,-1.0,-9.3,CCN(CC(=O)Nc1ccccc1OC)C(=O)COc1ccc2ccccc2c1
101.0,1.7,-5.7,-11.8,6.8,-1.2,-3.9,-1.1,35.1,O=C(N/N=C/c1ccccn1)c1ccncc1
119.0,-12.2,-13.9,x,-1.1,2.2,6.1,-2.6,12.6,CCOC(=O)N1CCC(NC(=O)C2CCCN(Cc3nc(-c4cccc(Cl)c4)oc3C)C2)CC1 (centres undefined)
101.0,3.5,-17.7,0.5,8.2,4.4,-1.8,-0.1,-25.9,CCN1C(=O)C(C)S/C1=N\S(=O)(=O)c1ccc(Cl)s1 (centres undefined)
96.0,-5.5,-14.8,-7.3,0.7,2.6,19.2,-1.1,-15.8,O=S(=O)(NCC1CCCO1)c1ccc(-c2ccc(Cl)cc2)cc1 (centres undefined)
98.0,3.3,-11.1,-2.0,1.9,-3.9,6.5,0.4,-0.6,CCn1c(SCC(=O)Nc2cc(OC)ccc2OC)nc2c(c1=O)SCC2
101.0,1.3,2.4,x,0.4,6.8,-21.9,0.0,9.9,Cc1cccc2c1cnn2C(=O)CCC(=O)NC1CCCCC1
106.0,20.5*,-10.8,-1.7,-2.6,1.4,13.9,-2.5,-4.9,O=C(CN1CCN(c2ccccc2)CC1)Nc1ccc2c(c1)CCC2
109.0,4.2,-4.7,-5.7,-2.6,-0.6,6.4,-1.6,31.7,Cc1nn(C)c(Oc2cccc(Cl)c2)c1C#N
101.0,-1.7,-9.2,0.5,2.0,12.6,0.2,0.8,6.3,CCOC(=O)N1CCN(C(=O)C(=O)Nc2sc3c(c2C#N)CC(C)(C)OC3)CC1
101.0,0.4,-9.2,-2.2,-0.6,-6.6,4.7,-1.2,16.0,Cc1cc(C(=O)N2C(C)CCCC2C)no1 (centres undefined)
93.0,6.8,-9.1,-5.6,2.3,6.5,7.8,0.1,39.5,COc1ccc(OCCCC(=O)Nc2ccc(N3CCOCC3)cc2)cc1
94.0,-11.6,2.2,-5.9,0.1,-1.5,3.0,-4.2,32.8,O=C(COc1cccc2cccnc12)N/N=C1\SCC(=O)N1CCc1ccccc1
104.0,6.1,3.6,9.7,-1.6,10.4,3.5,-0.2,78.9*,O=C(C1=C(O)C(=O)N(CCCN2CCOCC2)C1c1ccccn1)c1cc2ccccc2o1 (centres undefined)
103.0,6.6,-2.2,-3.1,0.9,8.5,-19.0,-1.8,-21.8,COc1cccc2c1OC1(C)CC2NC(=O)N1c1cccc(C(=O)N2CCN(c3ccccn3)CC2)c1 (centres undefined)
98.0,-16.0,-18.1,-4.8,4.2,-3.1,4.4,-1.3,-16.6,CC(=O)Nc1ccc(S(=O)(=O)NCCSCc2c(Cl)cccc2Cl)cc1
115.0,11.9,-4.2,-6.9,2.7,-5.5,1.5,-1.6,4.4,CCC(C)(C(=O)NC1CCCCC1)N(Cc1ccco1)C(=O)c1ccccn1 (centres undefined)
x,7.8,x,-0.5,5.5,x,2.7,0.4,x,CCCN(CC(=O)Nc1ccc(F)c(F)c1F)C(=O)CN1C(=O)NC2(CCCCC2)C1=O
109.0,21.8,-17.4,-0.2,-1.6,3.1,2.2,2.2,-10.0,O=C(N/N=C/c1cccc(C(F)(F)F)c1)c1cc2c(s1)-c1ccccc1CC2
99.0,-8.6,13.2,-5.4,-0.7,-2.1,-11.0,0.1,5.1,COc1ccc(NC(=O)CCn2ccnc2)c(OC)c1
101.0,-3.3,-2.4,0.6,3.3,5.9,-8.7,0.6,25.2,COCCNc1nc2ccccc2nc1NS(=O)(=O)c1ccc(C)cc1C
97.0,-0.5,-3.3,4.4,8.3,2.0,-30.3,0.3,20.4,Cc1cccc(C)c1OCCOC(=O)c1n[nH]c2ccccc12
101.0,-6.2,-1.1,-5.4,6.8,-1.8,-8.0,0.4,2.6,CCn1nc(C)c(CNCc2cn[nH]c2-c2cc3ccccc3o2)c1C
111.0,17.9,-16.9,-4.2,1.3,-1.0,10.5,-2.3,-21.2,Brc1ccc(CSc2nnc(-c3ccco3)o2)cc1
95.0,-0.8,-19.4,-3.1,5.6,-3.9,7.8,0.3,0.1,COC(=O)c1ccccc1NC(=O)NCC1CCCO1 (centres undefined)
104.0,5.9,7.1,-2.1,0.4,-1.6,-7.9,-0.8,44.5,COc1cccc(CN2CCC(n3nccc3NC(=O)CCOc3ccccc3)CC2)c1
102.0,-2.2,-20.4,-12.1,5.3,-1.9,-8.2,-0.7,14.0,Cc1ccccc1C(=O)Nc1c(C)[nH]c(=O)[nH]c1=O
100.0,16.9,-14.4,6.5,5.4,-0.4,13.2,0.1,25.3,CCn1ccc(=N)cc1
107.0,-1.7,-9.9,-3.2,2.5,4.8,1.1,2.1,8.3,COc1cc(C)c(C)cc1S(=O)(=O)n1c(C)nc2ccccc21
x,-10.5,x,2.7,5.0,-0.8,6.4,0.2,x,COc1ccc(-c2cccc(NS(=O)(=O)c3cc([N+](=O)[O-])c(C)c([N+](=O)[O-])c3)c2)nn1
91.0,7.2,-0.5,1.1,-4.7,1.0,9.4,-0.1,0.1,Cn1c(SCc2n[nH]c(=S)o2)nnc1-c1ccccc1
95.0,0.7,-5.2,2.3,4.0,1.9,19.6,2.9,-29.9,Cc1cc(=O)n2ncnc2n1COCCO
97.0,-0.1,-9.5,-2.2,2.0,2.5,-1.5,-0.4,23.9,Cc1cc(OCC(=O)Nc2ccc3oc(=O)ccc3c2)ccc1Cl
95.0,10.3,-101.8,-3.1,-2.8,-1.9,12.6,1.5,-31.5,NC(=S)N/N=C/c1ccc([N+](=O)[O-])cc1
103.0,15.2,-11.1,3.1,1.6,-3.7,18.4,1.1,5.6,CC(=O)c1c(C(C)=O)c(C)n(NC(=O)c2cccnc2)c1C
105.0,1.0,-5.2,-9.2,-0.2,2.2,-10.3,-1.9,-5.8,C=CCSc1ccccc1C(=O)Nc1ncn[nH]1
84.0,2.5,-5.5,-5.3,2.8,2.6,4.3,2.2,-22.1,Cc1ccc(N2C(=O)CSCC2=O)cc1
105.0,-28.6,-7.1,56.1*,5.9,-2.5,-1.4,7.4,39.7,CCc1ccc(CNCc2ccc(OCC(O)CN(C)Cc3ccccc3)cc2)nc1 (centres undefined)
x,-5.7,x,-1.6,5.0,4.8,14.1,-1.1,x,Cc1ccc(C(=O)N=c2sccn2C)cc1S(=O)(=O)N1CCOCC1
105.0,4.3,-0.4,-3.1,4.7,-4.7,9.4,0.8,13.9,CN1CCN(Cc2oc(CO)cc(=O)c2O)CC1
x,2.8,x,-5.4,x,x,4.0,-1.5,x,N#Cc1cnc2nc1NCCCCCCC2
96.0,-7.2,8.4,-7.4,0.9,2.0,5.7,-1.4,-4.0,O=C(NCCN1CCN(c2ccccc2F)CC1)C1c2ccccc2C(=O)N2CCc3ccccc3C12 (centres undefined)
100.0,-7.1,9.0,-4.1,-3.3,-3.8,-14.0,-0.3,7.5,CCn1nc(C)cc1C(=O)Sc1ccc(Cl)cc1Cl
100.0,-5.2,5.3,-5.2,0.0,-2.0,-10.7,0.0,16.7,CCCC(c1nnnn1Cc1ccc(F)cc1)N1CCN(C2CCCCC2)CC1 (centres undefined)
95.0,-5.9,x,-3.6,3.8,-4.0,4.9,-0.7,x,COC(=O)c1sccc1NC(=O)C12CC3CC(CC(C3)C1)C2
101.0,2.9,-5.9,x,2.9,0.9,-10.4,9.8,17.6,Cc1ccc(NC(=O)CSc2nc3ccccc3nc2N2CCOCC2)c(C)c1
101.0,2.4,4.6,3.6,-2.5,x,-1.5,-4.4,0.1,C=CCNc1nc2c(c(=O)[nH]c(=O)n2C)n1Cc1cccc(C)c1
107.0,2.0,7.1,-7.3,3.4,-0.7,6.9,0.8,20.3,CCOc1ccc(-c2[nH]ncc2-c2ccc(Cl)cc2)c(O)c1
110.0,0.6,12.4,-8.1,0.6,7.4,-48.2,19.6,-14.7,O=S(=O)(Nc1c(S(=O)(=O)c2ccccc2)c2nc3ccccc3nc2n1C1CCCCC1)c1ccccc1
92.0,-0.6,8.2,-2.8,7.3,1.6,9.2,0.0,36.2,Cc1ccc(C(=O)OCC(=O)N(C)C2CCS(=O)(=O)C2)cc1[N+](=O)[O-] (centres undefined)
104.0,1.3,-9.1,-4.4,-0.3,5.7,-0.9,-1.1,21.9,CS(=O)(=O)N(CC(=O)NCc1ccccc1Cl)Cc1ccccc1
97.0,3.7,-9.4,-8.9,1.5,-1.5,-7.4,-0.9,19.1,CCN(C(=O)C(C)N1C(=O)/C(=C/c2cccs2)SC1=S)C1CCS(=O)(=O)C1 (centres undefined)
101.0,1.3,-2.4,1.4,5.7,-3.2,-3.6,0.4,26.1,O=C(CN(CC1CCCO1)C(=O)CNS(=O)(=O)c1ccccc1)NCCc1ccccc1 (centres undefined)
90.0,3.3,-6.0,1.5,1.3,-2.4,-5.6,-0.7,-3.3,Cc1cccc(NC(=O)C2CCCN2C(=O)Oc2ccccc2)c1C (centres undefined)
104.0,4.9,6.5,-3.8,0.9,-4.7,-10.8,0.1,28.0,O=C(CCC(=O)N(CC(=O)NC1CCCC1)Cc1ccccc1)Nc1nccs1
103.0,x,-1.5,x,x,6.8,x,x,2.9,Cc1cc(C)n(C(=O)C23CC4CC(CC(C4)C2)C3)n1
91.0,13.8,1.5,-0.1,-2.4,5.2,5.2,-0.8,-1.9,Cc1ccc(N2CC(C(=O)NCc3cccs3)CC2=O)cc1C (centres undefined)
100.0,4.9,1.2,-6.6,-4.0,-3.2,1.3,-0.7,-4.4,CCc1ccc(C(=O)NN(C(=O)c2ccc(CC)cc2)C(C)(C)C)cc1
98.0,5.5,-21.2,x,-7.4,-0.6,10.4,4.9,27.0,Cc1ccc(S(=O)(=O)NNc2ccccc2)cc1
x,0.9,x,-2.2,0.2,x,2.9,-0.6,x,CC[C@]12c3[nH]c4cc(-c5ccco5)ccc4c3CCN1C(=O)[C@@H](CC(=O)NCc1cccc(C(F)(F)F)c1)C[C@@H]2C(=O)N1CCN(C(=O)C2CC2)CC1
101.0,3.7,-0.6,-7.0,-0.6,0.9,4.0,1.1,-6.8,CC1(C)CC(NS(=O)(=O)c2ccc(S(=O)(=O)N3CCOCC3)cc2)CCO1 (centres undefined)
104.0,-0.7,3.9,-2.5,6.6,4.6,-20.2,0.8,-93.6,O=c1[nH]c(CN2CCN(C/C=C/c3ccccc3)CC2)nc2cc(Cl)ccc12
102.0,-0.4,-6.9,-3.5,5.2,-1.2,4.3,1.1,20.9,O=C(Nc1nccs1)C12CC3CC(C1)CC(C(=O)Nc1nccs1)(C3)C2

# By substructure: the entries above with a cyano group
MEKK3 PB1 HTS,CHRM4 PAM,p-CIP stab down,GalR3 antag,IDE cell activ,IDE inh,CRFR2-BP antag,CRFBP-R2 agonist,PHOSPHO1 block,Compound
109.0,4.2,-4.7,-5.7,-2.6,-0.6,6.4,-1.6,31.7,Cc1nn(C)c(Oc2cccc(Cl)c2)c1C#N
101.0,-1.7,-9.2,0.5,2.0,12.6,0.2,0.8,6.3,CCOC(=O)N1CCN(C(=O)C(=O)Nc2sc3c(c2C#N)CC(C)(C)OC3)CC1
x,2.8,x,-5.4,x,x,4.0,-1.5,x,N#Cc1cnc2nc1NCCCCCCC2
